# Compound activity from PubChem BioAssay.
# HEK293 NOD2/NF-kB – NOD2 signaling inhibitors, cell-based, luminescence, uHTS, HEK293 (AID 1566); HEK293 NOD2/NF-kB luciferase reporter, luminescence; higher % means a stronger effect; inhibition, % at 4 µM; hits with a dose series show EC50 in µM; 0.63% of 290,000 active; in the data active means inhibition above about 50%; further: many of its hits are not listed in these tables
# NOD1 NF-kB reporter – NOD1 signaling inhibitors, primary screen, cell-based, luminescence, uHTS (AID 1578); NOD1-driven NF-kB luciferase reporter cells, luminescence; higher % means a stronger effect; 1% of 290,000 active; one-dose inhibition, % at 4 µM; EC50 in µM for titrated hits; in the data active means inhibition mostly above about 36%, no sharp cut-off; inactive means mostly below about 34%;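 further: HEK-293T reporter cells stimulated with the NOD1 agonist gamma-tri-DAP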
# * marks the source's active call; other numbers are inactive results. Some of the compounds tested; rates above refer to the full screens.
Molecule | HEK293 NOD2/NF-kB | NOD1 NF-kB reporter
C#CCOc1ccc(C2C3=C(CC(C)(C)CC3=O)N(CC(=O)O)C3=C2C(=O)CC(C)(C)C3)cc1 | 8.3% | 1.2%
O=C(CCNC(=O)c1ccccc1)NCCc1ccc(Cl)cc1 | 11.9% | 0.1%
O=C(Nc1c2c(nn1-c1ccc(F)cc1)CS(=O)(=O)C2)C1CCCC1 | -19.1% | -19.3%
COc1ccccc1NS(=O)(=O)c1ccc2c(c1)CCN2C(=O)CCC(=O)O | 19.9% | -0.2%
CN1CCN(C(=O)c2cnn(-c3ccccc3)c2NC(=O)c2ccccc2Br)CC1 | -15.3% | -34.7%
O=C(Nc1cccc(C(=O)Nc2ccc(Cl)cn2)c1)c1ccccc1 | 10.5% | 18.5%
Cc1ccccc1C(=O)c1cccn1CC(=O)NCC(C)c1ccccc1 (centres undefined) | -26.7% | 22.2%
COc1ccc(N(CC(=O)N2CCN(c3ccccc3F)CC2)S(=O)(=O)c2ccc(C)cc2)cc1 | 7.2% | -14.3%
COc1cccc(-c2coc3cc4oc(=O)c(CCC(=O)O)c(C)c4cc23)c1 | -6.3% | 15.5%
COc1ccc(OC)c(NC(=O)C2CCCN2S(=O)(=O)c2cccc3nsnc23)c1 (centres undefined) | 10.8% | 14.2%
Cc1cc(NC(=O)c2cc3ccccc3o2)ccc1NC(=O)c1ccccc1 | -3.2% | -29.8%
O=C(NCCN1CCOCC1)C(=O)NCC1OCCCN1S(=O)(=O)c1cc(F)ccc1F (centres undefined) | 0.8% | -32.3%
CCC1CCCCN1CCCNC(=O)CCC(=O)N1CCOc2ccccc21 (centres undefined) | 22.5% | 52.6%
Cc1cc(OC(C)C(=O)Nc2cccnc2)ccc1Cl (centres undefined) | 21.3% | 2.4%
CSc1nc2sc3c(c2c(=O)n1C)CCC3 | -3.5% | -44.4%
O=C(CCC(=O)Nc1ccc(Br)cc1)N/N=C/c1ccc(O)cc1 | -2.4% | -15.9%
O=C(NCCCN1CCCCC1)C1CCCN(c2ncnc3c2nc2n3CCCCC2)C1 (centres undefined) | 21.6% | -13.1%
Cc1cccn2c(=O)c3cc(C(=O)NCC4CCCO4)c(=N)n(C4CCCCC4)c3nc12 (centres undefined) | -21.1% | 7.8%
O=C(CCCc1ccccc1)NCc1ccccn1 | 1.6% | -21.8%
Cc1ccc(S(=O)(=O)Oc2ccc3ccc(O)cc3c2)cc1 | 6.8% | -20.8%

# By substructure, the entries above containing fluorine (3)
Molecule | HEK293 NOD2/NF-kB | NOD1 NF-kB reporter
O=C(Nc1c2c(nn1-c1ccc(F)cc1)CS(=O)(=O)C2)C1CCCC1 | -19.1% | -19.3%
COc1ccc(N(CC(=O)N2CCN(c3ccccc3F)CC2)S(=O)(=O)c2ccc(C)cc2)cc1 | 7.2% | -14.3%
O=C(NCCN1CCOCC1)C(=O)NCC1OCCCN1S(=O)(=O)c1cc(F)ccc1F (centres undefined) | 0.8% | -32.3%

# More records follow.
Molecule | HEK293 NOD2/NF-kB | NOD1 NF-kB reporter
COc1cccc(CN2CCc3ccc(NC(=O)CCc4ccc(C)cc4)cc3C2)c1O | 31.1% | 0.0%
COc1ccc(CNC(=O)C2CCN(S(=O)(=O)c3ccccc3)CC2)cc1 | -4.5% | -22.8%
COc1ccc(CC(=O)O/N=C(\N)c2ccccc2)cc1OC | 11.1% | 2.9%
O=C(NC1CCCCC1)c1ccc2snnc2c1 | -15.7% | 5.7%
Cc1ccc(N(C(=O)CS(=O)CC(=O)Nc2ccc(F)cc2)C(C)C(=O)NC(C)(C)C)cc1 (centres undefined) | -18.6% | 40.3%
Cn1c(=O)c2c(nc(Oc3ccccc3N)n2C)n(C)c1=O | 21.9% | 2.3%
Cc1cc(-c2nnc(SCC(=O)Nc3ccccc3F)n2N)n[nH]1 | -6.6% | -11.0%
CC1CCCN(C(=O)CCNS(=O)(=O)c2ccc3c(c2)oc(=O)n3C)C1 (centres undefined) | 2.0% | -23.9%
O=C(O)CN1C(=O)C(=O)N(Cc2cccc(F)c2)C1=O | 12.3% | -1.5%
CC1(C)Cc2c(cnn2-c2ccc(F)cc2)C(NC(=O)Cn2cncn2)C1 (centres undefined) | 12.3% | -17.2%
Cc1cc(NC(=O)CSc2nnc(-c3ccc([N+](=O)[O-])cc3)o2)no1 | 17.8% | 1.6%
Cc1cn(C2OC[C@@H](O)[C@@H]2CO)c(=O)[nH]c1=O (some centres undefined) | -13.5% | -14.9%
O=C(COc1ccccc1[N+](=O)[O-])N(Cc1ccco1)C1CCS(=O)(=O)C1 (centres undefined) | 0.7% | -50.5%
CCOC(=O)c1ccc(NC(=S)N(CCN(C)C)C(C)c2ccncc2)cc1 (centres undefined) | 9.8% | 0.4%
CCSc1nnc(CCNS(=O)(=O)c2ccc(C(C)=O)cc2)n1C | 16.1% | -8.0%
O=C(Nc1ccccc1C(=O)NCCCN1CCOCC1)c1ccc(Cl)cc1 | 19.1% | -3.3%
Cc1ccc(-c2c(NC(=O)C(C)C)n(C)c3ccccc3c2=O)cc1 | 10.0% | -3.5%
COc1ccc(C(O)(CC(C)C)C(CN2CCOCC2)c2ccccc2)cc1 (centres undefined) | -7.8% | -7.2%
COc1cc(C(=O)ON=C2C3CC4CC(C3)CC2C4)cc(OC)c1OC | 8.6% | -15.4%
O=C(Nc1ccc(Br)cc1)C1Cc2ccccc2O/C1=N\O (centres undefined) | -44.3% | -5.0%
O=C(O)CCc1ccc(-c2ccc(Br)cc2)n1-c1cccc(O)c1 | 15.6% | 0.5%
COc1cc(C(=S)N2CCOCC2)ccc1OC(=O)c1cc(OC)c(OC)c(OC)c1 | 13.6% | -0.8%
O=C(CCSc1nc2ccccc2o1)Nc1ccccc1 | 7.9% | -8.5%
COc1ccc2c(c1)CCCC2NS(=O)(=O)OCC(Cl)(Cl)Cl (centres undefined) | -3.6% | -25.6%
CS(=O)(=O)c1ccc(S(=O)(=O)N2CCC(CO)(CCCc3ccccc3)CC2)cc1 | 17.5% | -25.5%
O=C(NCc1ccc(F)cc1)C1CCCN(S(=O)(=O)c2ccc(Br)s2)C1 (centres undefined) | 9.8% | 5.5%
CCOC(=O)C1CCN(C(=O)c2cc3cc(Cl)ccc3[nH]2)CC1 | 11.3% | 0.9%
CCN1C(=O)NC(c2ccc(Cl)cc2)C2=C1CCCC2=O (centres undefined) | 3.5% | -12.5%
COc1ccccc1/C=N/NC(=O)c1cccc2ccccc12 | 2.3% | -36.7%
ClCc1nc2ccccc2c2ccccc12 | 9.0% | 64.7%*
Cc1cc2oc(=O)cc(CN(C)Cc3ccccc3Cl)c2cc1C | 4.6% | -15.2%
O=C(NCC1CCCO1)c1cc2c([nH]c3ccccc32)c(-c2cccc(Br)c2)n1 (centres undefined) | -6.6% | 33.6%
Cc1ccc(-c2csc(N3CCN(S(=O)(=O)c4ccc5c(c4)NC(=O)CO5)CC3)n2)cc1 | 6.3% | -9.3%
CC(NC(=O)C1CC1)c1ccc(-c2ccccc2)cc1 (centres undefined) | 15.4% | 24.9%
CC(Oc1ccc2ccccc2c1)C(=O)N/N=C/c1cccnc1 (centres undefined) | 16.1% | 38.4%
COc1cc(C(=O)NC(=S)Nc2ccc3[nH]c(=O)[nH]c3c2)cc(OC)c1OC | -10.5% | -55.4%
O=C(Cc1ccc(F)cc1)Nc1ccc(Cl)cn1 | -12.1% | -31.4%
Cc1cccc(-c2nnc(SCC(=O)NC3CC3)n2C)c1 | -2.8% | -27.5%
Cc1c(O)nc(SCC(=O)Nc2cccc(C(F)(F)F)c2)n(-c2ccccc2)c1=O | -0.1% | -21.7%
COCc1cc(C)nc2sc(C(=O)Nc3ccc(OC)cc3)c(N)c12 | -3.0% | -38.9%
COc1ccccc1N1CCN(C(=O)C2CCCN(S(=O)(=O)c3ccc4c(c3)CCCN4C(C)=O)C2)CC1 (centres undefined) | 48.2% | -5.1%
COc1ccc(S(=O)(=O)Cc2ccc(C(=O)NC3CCCCCC3)o2)cc1 | 7.3% | -26.0%
COc1ccccc1NC(=O)C1CCN(S(=O)(=O)c2ccc3c(c2)NC(=O)CO3)CC1 | -11.2% | 21.3%
COc1ccc(NC(=O)c2cc(-c3cc(OC)c(OC)c(OC)c3)nc3ccccc23)cc1OC | 6.8% | 43.8%
Cc1ccc2oc(C(=O)Nc3nnc(CC(C)C)s3)c(C)c2c1 | 1.3% | -26.2%
COc1ccccc1NC(=O)CCSc1nc(C)cs1 | 8.9% | -29.6%
O=C(NC1CCCCC1)C1CCCN1S(=O)(=O)c1ccc(F)cc1 (centres undefined) | 3.3% | 2.2%
COc1ccccc1NC(=O)CSCc1cc(=O)n2ccsc2n1 | 15.0% | 9.5%
CCNC(=O)N1CCCC(C(=O)c2ccc(-c3ccccc3)cc2)C1 (centres undefined) | 10.5% | 4.7%
CC(C)(C)C(=O)NC1CCN(CC(=O)Nc2ccc3c(c2)OCO3)CC1 | -12.0% | -24.2%

# (listing goes on)
Molecule | HEK293 NOD2/NF-kB | NOD1 NF-kB reporter
CCN(CC)C1CCN(C(=O)CCn2nnnc2CN2CCOCC2)C1 (centres undefined) | -20.9% | -54.3%
O=C(NC1CCCC1)C(c1ccccc1)N(Cc1ccc(F)cc1)C(=O)c1csnn1 (centres undefined) | -38.4% | 45.8%
CC(C)CN(CCNC(=O)CN1C(=O)COc2ccc(S(=O)(=O)N3CCOCC3)cc21)CC(C)C | 12.3% | 3.5%
Oc1ccc(N=Nc2ccccc2)o1 | -33.6% | -4.1%
Cc1c(NS(=O)(=O)c2ccccc2F)c(=O)n(-c2ccccc2)n1C | -17.3% | 19.3%
Cc1cc(NC(=O)CCC(=O)N(CC(=O)NCC2CCCO2)c2ccc(F)c(Cl)c2)no1 (centres undefined) | -2.8% | -14.7%
CCCOc1ccc(/C=C2\SC(N)=NC2=O)cc1OC | -4.6% | -6.2%
COc1cccc(NC(=O)CN2C(=O)CSc3ccc(S(=O)(=O)N4CCC(C)CC4)cc32)c1 | -4.3% | -18.7%
Nc1nc(NCCO)nc(NC2CCCCC2)c1[N+](=O)[O-] | 16.5% | -5.9%
COc1cc(/C=N/NC(=O)CCN2CCN(C)CC2)cc2c1OCO2 | 11.9% | -10.3%
COc1ccccc1N(Cc1ccccc1)S(=O)(=O)c1cccc(C(=O)Nc2cc(C)ccn2)c1 | -142.0% | -13.0%
Cc1cc(C)c(NC(=O)COC(=O)c2cc([N+](=O)[O-])ccc2N2CCOCC2)c(C)c1 | -8.2% | -25.6%
COc1ccc(S(=O)(=O)N2CCN(c3nc(C)cc(C)n3)CC2)cc1 | 4.7% | -6.6%
CN(CCCC1CCCC1)C(=O)c1cc(COc2ccc(F)cc2F)on1 | -7.2% | -32.0%
Cc1ccc(N=Cc2c(O)c3ccccc3n(C)c2=O)cc1 | 8.1% | -16.2%
COCC1CCCCN1C(=O)c1cccc(OC2CCN(S(C)(=O)=O)CC2)c1 (centres undefined) | 6.1% | -41.9%
O=C(CSCc1ccccc1)Nc1ccc(S(=O)(=O)Nc2ncccn2)cc1 | 6.9% | -15.2%
Cc1ccc(S(=O)(=O)N2CCN(c3ccccc3)CC2)cc1 | 6.9% | -20.4%
COc1ccc2c(c1)c(=O)oc1c(C)c(OC(C)C(=O)N[C@@H](Cc3c[nH]c4ccc(O)cc34)C(=O)O)ccc12 (some centres undefined) | 2.7% | -18.0%
C=Cc1ccc(COC(=O)c2cn(CC)c3nc(C)ccc3c2=O)cc1 | 14.1% | -0.9%

# 3 entries from above, sorted by number of heavy atoms, smallest number first:
Molecule | HEK293 NOD2/NF-kB | NOD1 NF-kB reporter
Cc1ccc(S(=O)(=O)N2CCN(c3ccccc3)CC2)cc1 | 6.9% | -20.4%
COCC1CCCCN1C(=O)c1cccc(OC2CCN(S(C)(=O)=O)CC2)c1 (centres undefined) | 6.1% | -41.9%
Cc1cc(C)c(NC(=O)COC(=O)c2cc([N+](=O)[O-])ccc2N2CCOCC2)c(C)c1 | -8.2% | -25.6%

# In the list so far, three have a thiophene ring, fused or not.
Molecule | HEK293 NOD2/NF-kB | NOD1 NF-kB reporter
CSc1nc2sc3c(c2c(=O)n1C)CCC3 | -3.5% | -44.4%
O=C(NCc1ccc(F)cc1)C1CCCN(S(=O)(=O)c2ccc(Br)s2)C1 (centres undefined) | 9.8% | 5.5%
COCc1cc(C)nc2sc(C(=O)Nc3ccc(OC)cc3)c(N)c12 | -3.0% | -38.9%
